VHR inh color – VHR1 (DUSP3) phosphatase inhibition; inhibition, % at 20 µM; AID 1992; P51452; 0.7% of 50,000 active; recombinant VHR phosphatase, colorimetric substrate read-out; in the data active = inhibition above about 60%; note: some results filed as inactive read as strong as hits
Target sequence (P51452 whole entry, looked up): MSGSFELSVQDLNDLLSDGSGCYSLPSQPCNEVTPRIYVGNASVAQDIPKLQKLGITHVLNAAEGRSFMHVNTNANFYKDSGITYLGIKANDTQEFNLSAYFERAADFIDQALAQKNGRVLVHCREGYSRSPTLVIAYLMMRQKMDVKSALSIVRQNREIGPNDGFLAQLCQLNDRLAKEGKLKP
* hit, by the source's call.

SMILES	VHR inh color
Cc1ccc(SCCc2ccncc2)cc1	-118
Cc1ccc(-n2nc3cc(C)c(NC(=O)c4ccc5c(c4)OCCO5)cc3n2)cc1	-1
CCOc1ccc(C(=O)Nc2ccc(OC(F)(F)F)cc2)cc1	-12
O=C(N/N=C(/C=N/O)c1ccccc1)c1cccc(Br)c1	-30
CCOc1cc(Br)cc(/C=C2/SC(=S)N(c3ccccc3)C2=O)c1O	-41
COC(=O)CN(c1cc(Cl)ccc1OC)S(=O)(=O)c1ccccc1	-17
Cc1noc([N+](=O)[O-])c1C=Cc1c(C)nn(-c2ccccc2)c1C	-2
O=[N+]([O-])c1ccc(Oc2ccc(S(=O)(=O)Nc3ccc(Cl)cc3)cc2)cc1	0
CC(=O)Nc1ccc(NC2=C(Cl)C(=O)c3ccccc3C2=O)cc1	1
C=CCOc1ccc(/C=N/NC(=O)CN(Cc2ccccc2)S(=O)(=O)c2ccccc2)cc1	0
O=C(/C=C/Nc1ccccc1O)c1ccc(-c2ccccc2)cc1	-17
CS(=O)(=O)N(Cc1ccccc1)c1ccccc1C(=O)Nc1cccc(C(F)(F)F)c1	5
COc1ccc(C(=O)Oc2ccc(/C=C3\SC(N)=NC3=O)cc2)cc1	-2
O=C(c1ccc(I)cc1)N1CCN(c2ccccc2)CC1	-2
Cc1ccc(NC2=C(Cl)C(=O)N(c3ccccc3Cl)C2=O)cc1C	-11
O=C(CCN1C(=O)c2cccc3cccc(c23)C1=O)NCc1ccc2c(c1)OCO2	13
O=C(CC1(C(F)(F)F)NCCN1)c1cccc([N+](=O)[O-])c1	-1
Cc1nc(C)c(/C(O)=C/c2nc3ccccc3[nH]c2=O)o1	-16
Brc1cccc(C=NN2CCN(Cc3ccccc3)CC2)c1	10
O=C(Nc1ccc2oc(-c3cccc4ccccc34)nc2c1)c1ccc([N+](=O)[O-])cc1	10
O=C1NC(=S)NC(=O)C1=Cc1ccc(-c2ccc(C(=O)O)cc2)o1	89*
Oc1ccc(/C=N/N2CCN(Cc3ccc(Cl)cc3)CC2)cc1O	10
COc1cc(/C=C(/C#N)C(N)=O)cc(Br)c1O	8
CCOC(=O)COc1ccc(/C=N\n2nnnc2N)cc1OC	-44
O=C(NCc1ccco1)/C(=C/c1cccc(Oc2ccccc2)c1)NC(=O)c1ccccc1	-5
COC(=O)c1ccccc1P(C)(C)=O	-10
COc1ccc(C2NC(=O)NC(C)=C2C(=O)Nc2cccc(C)c2)cc1OC (stereo not drawn)	-16
NS(=O)(=O)c1ccc(NC(=O)/C(=C\c2cccs2)NC(=O)c2ccccc2)cc1	-10
N#C/C(=C/c1ccc(-c2ccc([N+](=O)[O-])cc2)o1)C(=O)N1CCOCC1	-7
CN=C(NS(=O)(=O)c1ccccc1)c1ccccc1	-25
COc1ccc(NC2=CC(=O)CC(c3ccco3)C2)c(OC)c1 (stereo not drawn)	8
O=S(=O)(Cc1ccccc1)N1CCN(c2cccc(Cl)c2)CC1	15
COc1ccc(CNC(=S)Nc2ccc(Cl)cc2Cl)cc1	-25
CCOC(=O)CCC(NC(=O)c1ccc(NCN2C(=O)c3ccccc3C2=O)cc1)C(=O)OCC (stereo not drawn)	0
CC1=C(C(=O)Nc2ccccc2C)C(c2ccc(F)c(F)c2)C2=C(CC(C)(C)CC2=O)N1 (stereo not drawn)	5
CCOC(=O)C1=NNC2C(=O)N(c3ccc(C)c(C)c3)C(=O)C12 (stereo not drawn)	-12
CCN=C1SC(CC(=O)Nc2ccc(N3CCCCC3)cc2)C(=O)N1CC (stereo not drawn)	0
O=C(Cc1ccc(Cl)cc1)Nc1ccc(-c2nc3ccccc3s2)cc1	4
COC(=O)C1=C(C)NC(=O)NC1c1ccc(-c2ccccc2)cc1 (stereo not drawn)	-11
C=CCOc1ccc(/C=C2/C(=O)NN(c3ccc(C(=O)OCC)cc3)C2=O)cc1OC	18
CS(=O)(=O)N(CC(=O)Nc1ccccc1Br)c1ccc(Oc2ccccc2)cc1	3
CC(C)c1ccc(N2C(=O)NC(=O)/C(=C/c3ccc([N+](=O)[O-])o3)C2=O)cc1	85*
Cc1cccc(OCC(=O)Nc2cccc(C(=O)O)c2)c1C	4
O=C1/C(=C\c2ccc(-c3ccc([N+](=O)[O-])cc3Br)o2)SC(=S)N1Cc1ccccc1	-35
Cc1ccc(Cl)cc1NC(=O)CSC(N)=O	6
CCOc1cc(/C=N/n2cnnc2)ccc1OCCOc1ccc(Br)cc1	-24
O=C1NC(=O)N(c2ccccc2)C(=O)/C1=C\C=C\c1cccc([N+](=O)[O-])c1	-33
COC(=O)c1ccc(N2C(=O)CC(NCc3ccc(Cl)c(Cl)c3)C2=O)cc1 (stereo not drawn)	-4
O=C1C(=O)N(c2cccc(Br)c2)C(c2ccccc2[N+](=O)[O-])/C1=C(/O)c1ccccc1 (stereo not drawn)	-2
O=C(NCc1ccccc1)C(=O)Nc1c(O)c2ccccc2[nH]c1=O	-10
COc1ccc2c3c([nH]c2c1)C(=O)CCC3	9
O=C(COc1ccc([N+](=O)[O-])cc1)Nc1cccc(-c2nc3cc(Cl)ccc3o2)c1	-1
COc1cccc(-c2cc(C(=O)Nc3ccc(S(=O)(=O)Nc4nccc(C)n4)cc3)c3ccccc3n2)c1	-3
CC12CCC3C(CCC4CCCCC43C)C1CC/C2=N\O (stereo not drawn)	7
CS(=O)(=O)N(CC(=O)Nc1ccc(Cl)cc1)c1cccc(Cl)c1	-24
O=C(Nc1ccc2oc(-c3ccc(Cl)cc3Cl)nc2c1)c1ccc2c(c1)OCCO2	-11
Cc1cc(/C=C2\C(=O)NC(=O)N(c3cccc(Cl)c3)C2=O)c(C)n1-c1cccnc1	-30
COc1ccc(N(CC(=O)Nc2ccccc2C)S(=O)(=O)c2ccccc2)cc1Cl	-16
O=C(NC(NC(=S)Nc1ccccc1Br)C(Cl)(Cl)Cl)c1ccccc1 (stereo not drawn)	-1
Cc1ccc(N(Cc2ccc(C(=O)NC3CCCC3)cc2)S(C)(=O)=O)cc1C	-9

Six structures already listed, ordered by molecular weight, smallest number first.
SMILES	VHR inh color
O=C1NC(=O)N(c2ccccc2)C(=O)/C1=C\C=C\c1cccc([N+](=O)[O-])c1	-33
COC(=O)c1ccc(N2C(=O)CC(NCc3ccc(Cl)c(Cl)c3)C2=O)cc1 (stereo not drawn)	-4
O=C(Nc1ccc2oc(-c3ccc(Cl)cc3Cl)nc2c1)c1ccc2c(c1)OCCO2	-11
O=C1C(=O)N(c2cccc(Br)c2)C(c2ccccc2[N+](=O)[O-])/C1=C(/O)c1ccccc1 (stereo not drawn)	-2
O=C(NC(NC(=S)Nc1ccccc1Br)C(Cl)(Cl)Cl)c1ccccc1 (stereo not drawn)	-1
COc1cccc(-c2cc(C(=O)Nc3ccc(S(=O)(=O)Nc4nccc(C)n4)cc3)c3ccccc3n2)c1	-3

Next section.
SMILES	VHR inh color
O=C(CCN1C(=O)/C(=C\c2cccs2)SC1=S)Nc1ccc(Cl)cc1	-24
Cc1ccc(S(=O)(=O)N/N=C/c2ccc3c(c2)OCO3)cc1[N+](=O)[O-]	-1
COc1cc2c(cc1OC)C1(CCOCC1)CN(C)C2	4
COc1ccc(NC(=O)COC(=O)C(CCSC)NC(=O)c2ccccc2)cc1 (stereo not drawn)	-38
Cn1c2c(c(=O)[nH]c1=O)C(c1cccc(Cl)c1Cl)C1=C(N2)c2ccccc2C1=O (stereo not drawn)	-17
Cc1cccc(NC(=O)c2ccccc2NC(=O)c2cccs2)c1C	-4
COc1ccc(/C=N/Nc2cc(OC)ncn2)cc1	-14
COCCCNC(=S)Nc1ccc(Cl)cc1Cl	-5
N#C/C(=C\c1ccc(-c2cccc(Cl)c2)o1)c1ccccc1	34
CCCCOC(C)n1cc(C)c(=O)[nH]c1=O (stereo not drawn)	-10
Cc1ccc(C)c(N=C2NC(=O)/C(=C/c3ccc(N4CCOCC4)cc3)S2)c1	2
Cc1ccc(N=C2SC(C(=O)O)CC(=O)N2C)cc1Cl (stereo not drawn)	-7
COc1ccc(N2C(=O)c3ccc(C(=O)Nc4ccccc4I)cc3C2=O)cc1	12
CSc1ccc(S(=O)(=O)N(CC(=O)Nc2ccc(C)cc2C)c2ccc(C)cc2)cc1	-15
C(=N/N1CCN(c2ccccc2)CC1)/c1ccccn1	3

Rewritten in markdown: part of the list above
| Compound | VHR inh color |
| --- | --- |
| Cc1cccc(NC(=O)c2ccccc2NC(=O)c2cccs2)c1C | -4 |
| COc1ccc(/C=N/Nc2cc(OC)ncn2)cc1 | -14 |
| COCCCNC(=S)Nc1ccc(Cl)cc1Cl | -5 |
| N#C/C(=C\c1ccc(-c2cccc(Cl)c2)o1)c1ccccc1 | 34 |
| CCCCOC(C)n1cc(C)c(=O)[nH]c1=O (stereo not drawn) | -10 |
| Cc1ccc(C)c(N=C2NC(=O)/C(=C/c3ccc(N4CCOCC4)cc3)S2)c1 | 2 |
| Cc1ccc(N=C2SC(C(=O)O)CC(=O)N2C)cc1Cl (stereo not drawn) | -7 |

Carrying on:
SMILES	VHR inh color
CCCC(C)NC(=O)c1ccc(OC)c([N+](=O)[O-])c1 (stereo not drawn)	-6
CC(=NCc1ccccc1)c1c(O)[nH]c2ccccc12	8
O=C(NCCCN1CCOCC1)c1ccc(C#Cc2ccccc2)cc1	4
CC(O)c1cccc(NC(=O)c2nn3c(c2Cl)NC(c2ccco2)CC3C(F)(F)F)c1 (stereo not drawn)	5
Cc1cc(C)c2nc(Nc3nc4ccccc4c(=O)[nH]3)nc(C)c2c1	-7
CC(=O)N1c2ccc(N)cc2C(C)(c2ccccc2)CC1(C)C (stereo not drawn)	3
CCSc1nnc(NC(=O)c2ccc([N+](=O)[O-])cc2[N+](=O)[O-])s1	-84
O=C(O)c1ccccc1N=Cc1cc(Cl)ccc1O	-86
COC(=O)c1ccc(-n2c(C)cc(/C=C3/SC(N)=NC3=O)c2C)cc1	4
COC(=O)c1ccc(COc2ccc3c(-c4ccccc4)cc(=O)oc3c2C)cc1	-7
Cc1cc2ncn(C(=O)c3ccc([N+](=O)[O-])cc3)c2cc1C	-13
S=C(NCC1OCCc2ccccc21)Nc1ccccc1 (stereo not drawn)	23
CCCCn1c(NC(=O)c2ccc(Cl)cc2)nc2ccccc21	-10
CCN(CC)CCn1c2ccccc2n2cc(C(C)(C)C)nc12	-18
Cc1ccc(C(=O)N/C(=C/c2ccc(-c3ccccc3[N+](=O)[O-])o2)C(=O)NCc2ccco2)cc1	-16
C=CCN1C(=O)/C(=C\c2ccc(C=O)cc2)SC1=S	-5
CCOc1ccccc1NC(=O)COc1c(C)cc(C)cc1C	-8
Cc1cc(N2C(=O)NC(=O)/C(=C\c3ccc(N4CCCCC4)o3)C2=O)ccc1Br	-16
Cc1ccc(/C=C/C(=O)Nc2ccc(F)c([N+](=O)[O-])c2)cc1	-6
CCCCOc1cccc(C(=O)N2CCN(c3ccc([N+](=O)[O-])cc3)CC2)c1	-10
O=C(CC(=O)Nc1cccc(C(F)(F)F)c1)Nc1cccc(C(F)(F)F)c1	-4
CC(=O)NC(NC(C)=O)c1ccccc1Cl	10
O=C(Cc1ccccc1[N+](=O)[O-])NCC1CCCO1 (stereo not drawn)	2
CCOc1cc(C2NC(=S)NC(C)=C2C(=O)Nc2ccc(OC)cc2)ccc1O (stereo not drawn)	8
Cc1cc(Oc2ccc(F)cc2)c(F)cc1[N+](=O)[O-]	15
COc1ccc(N(CC(N)=O)S(=O)(=O)c2ccc(C)cc2)cc1	-5
CCOC(=O)c1c(C)oc2ccc(NS(=O)(=O)c3cc(C)ccc3C)cc12	8
CN1CCN(CCOCCOc2cc(Cl)ccc2Cl)CC1	6
COC(=O)C1=C(C)N(CCc2ccccc2)C(=O)C1	0
COC(=O)c1ccc(C(=O)OC)c(NC(=O)C(C)Oc2ccc(Cl)cc2C)c1 (stereo not drawn)	-8
Brc1cccc(CN2CCN(Cc3ccncc3)CC2)c1	17
Fc1ccccc1OCCn1ccnc1	-13
COc1ccccc1NC(=O)c1c(N)sc2c1CCC2	-11
O=C(Nc1ccccc1)C1C(c2ccccc2)=C1c1ccccc1	1
O=c1c(Cl)c(Cl)cnn1Cc1ccccc1Cl	-11
COc1ccc(CC(=O)NNC(=O)c2ccccc2Cl)cc1	3
COc1ccc(NCc2cccnc2)cc1	5
COc1ccc(N(CC(=O)Nc2cccc3ccccc23)S(C)(=O)=O)c(OC)c1	-22
CCOC(=O)C1=C(C)NC(=O)NC1c1cc(C)cs1 (stereo not drawn)	-2
O=C1N/C(=C/c2ccc(Br)cc2)C(O)=C1C=NCc1ccccc1	-14
CCOc1cc(C(=O)Nc2ccc3c(c2)OCCO3)cc(OCC)c1OCC	4
O=C(/C=C/c1ccc([N+](=O)[O-])cc1)c1cccc(Br)c1	6
CC1=C(C(=O)Nc2ccc(Cl)cc2)C(c2ccc(Cl)cc2Cl)NC(=S)N1 (stereo not drawn)	30
COc1ccc(C2/C(=C(/O)c3ccccc3)C(=O)C(=O)N2Cc2ccccc2)cc1 (stereo not drawn)	0
CCOc1cc(N)ccc1C1CCCCC1	-6
COc1ccc(C(=O)OCCNC(=O)c2ccc[n+](C)c2)cc1	-18
COc1ccc(/C=C2\C(=O)NC(=S)N(c3cccc4ccccc34)C2=O)cc1OC	-12
COC(=O)c1ccccc1NC(=O)C1CC(=O)N(C2CCCCC2)C1 (stereo not drawn)	-46
COc1ccccc1-c1c(C(F)(F)F)oc2c(CN3CCCC3)c(O)ccc2c1=O	-7
CC1=C(C(=O)Nc2ccc(Br)cc2)C(c2ccccc2Br)NC(=S)N1 (stereo not drawn)	-3
O=C(Nc1ccc2ccccc2c1)c1ccc(C(F)(F)F)cc1	-15
COc1ccccc1OCC(=O)NCc1cccnc1	-49
Cc1cccc(NC(=O)c2c(NC(=O)Cc3ccccc3)sc3c2CCC3)c1	-13
CC(C)CC(=O)N1c2ccccc2NC2=C(C(=O)CC(C)(C)C2)C1c1ccc2c(c1)OCO2 (stereo not drawn)	27
CC1CCC/C(=C(\C#N)c2nc(-c3cc4ccccc4oc3=O)cs2)C1 (stereo not drawn)	1

Compound activity from PubChem BioAssay.

Some of the compounds tested, so the mix of outcomes need not match the whole.
